# S1P3 antagonist: S1P3 receptor antagonists, primary screen, cell-based. Sphingosine 1-phosphate receptor 3 (Homo sapiens), Q99500. CHO S1P3 NFAT-BLA reporter, FRET fluorescence, antagonist mode. inhibition, % at 4.98 µM. actives 0.27% (n = 170,000);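 active means inhibition above the plate cutoff, the mean inhibition of test wells on that plate plus 3 SD, cut at about 28% in these data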;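 further: cells challenged with S1P at its EC80 of 0.8 µM; blue over green emission ratio from cleaved BLA substrate after 4 h stimulation; 0% = S1P-stimulated wells and 100% = unstimulated DMSO-only wells; some compounds past the cut are filed as inactive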
# Diaph inh CS: diaphorase inhibitors and chemical oxidizers, primary screen, counter-screen for diaphorase-coupled primary assays, biochemical, uHTS, resorufin fluorescence; actives 0.69% (n = 190,000); diaphorase resazurin-to-resorufin fluorescence, NADH, 16 min; bacterial (C. kluyveri) enzyme, not human; inhibition, % at 20 µM;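 active means primary screen inhibition at 20 µM above a set limit, cut at about 50% in these data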;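 further: plate controls were DMSO with full reaction for no effect and wells lacking NADH for full effect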
#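 material = Clostridium kluyveri diaphorase enzyme | amount = 0.14 U/mL diaphorase, enzyme working solution | schedule = incubation 16 min, room temperature | detection = fluorescence of resorufin formed from resazurin, Ex 544/Em 590 nm | benchmarks = positive control minus NADH, DMSO neutral control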
# ROMK mod: ROMK potassium channel modulators, primary screen, cell-based, thallium flux, MLSMR library. Tet-inducible ROMK, thallium flux fluorescence; actives lie on both sides. B-score at 10 µM. ATP-sensitive inward rectifier potassium channel 1 (Homo sapiens), P48048. actives 2% (n = 130,000);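 active means signal ratio slope over the read window, or its plate-corrected B-score, at least 3 SD from the plate mean, either direction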;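 further: B-score of the F/F0 ratio slope over 7 to 12 s after thallium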
# PPARg SRC3 recr: PPARgamma agonists recruiting SRC-3 coactivator, primary screen, biochemical | Peroxisome proliferator-activated receptor gamma (Homo sapiens), P37231 | activation, % at 8 µM | biochemical PPARgamma/SRC-3 coactivator recruitment assay | actives 0.26% (n = 200,000) | AID 731, 2007; in the data active means activation above about 23%;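 further: 0% = DMSO and 100% = reference agonist; some compounds past the cut are filed as inactive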
# Target sequence (P37231 whole entry, looked up): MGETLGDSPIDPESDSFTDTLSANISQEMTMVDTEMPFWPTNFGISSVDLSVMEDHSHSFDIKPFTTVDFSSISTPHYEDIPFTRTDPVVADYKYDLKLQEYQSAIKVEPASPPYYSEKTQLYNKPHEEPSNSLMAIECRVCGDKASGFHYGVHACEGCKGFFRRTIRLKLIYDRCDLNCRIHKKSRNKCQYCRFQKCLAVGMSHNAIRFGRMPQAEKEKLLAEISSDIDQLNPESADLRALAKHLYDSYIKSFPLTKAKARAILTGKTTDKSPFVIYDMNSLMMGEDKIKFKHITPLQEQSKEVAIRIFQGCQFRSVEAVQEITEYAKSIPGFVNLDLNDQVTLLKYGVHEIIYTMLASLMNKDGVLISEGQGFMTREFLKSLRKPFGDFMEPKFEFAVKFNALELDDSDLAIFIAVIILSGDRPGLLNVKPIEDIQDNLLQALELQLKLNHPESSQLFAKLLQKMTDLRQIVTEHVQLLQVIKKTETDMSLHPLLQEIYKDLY
# PMI act: activators of human PMI, primary screen, biochemical, fluorescence intensity, near-Km mannose 6-phosphate. Mannose-6-phosphate isomerase (Homo sapiens), P34949. purified human PMI, coupled resazurin fluorescence, 20 min; stronger effect = higher value; 1 = vehicle control, 0 substrate-free wells. activation factor at 20 µM. actives 0.005% (n = 190,000). AID 1214, 2008;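 active means activation factor of 2 or more at 20 µM, relative to plate controls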
# Target sequence (P34949 whole entry, looked up): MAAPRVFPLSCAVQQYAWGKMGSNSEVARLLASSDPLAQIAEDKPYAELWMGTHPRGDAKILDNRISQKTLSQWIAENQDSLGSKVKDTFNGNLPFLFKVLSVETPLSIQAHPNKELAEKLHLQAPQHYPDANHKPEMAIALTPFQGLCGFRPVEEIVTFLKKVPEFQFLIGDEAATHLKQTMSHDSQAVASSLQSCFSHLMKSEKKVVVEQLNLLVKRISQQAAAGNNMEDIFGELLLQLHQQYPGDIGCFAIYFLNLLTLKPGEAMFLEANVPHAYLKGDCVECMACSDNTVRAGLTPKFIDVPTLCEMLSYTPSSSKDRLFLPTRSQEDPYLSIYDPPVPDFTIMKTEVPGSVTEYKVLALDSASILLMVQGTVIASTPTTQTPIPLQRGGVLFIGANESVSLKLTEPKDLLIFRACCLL
# PPARg SRC-2 ag: agonists of PPARg-SRC-2 recruitment, primary screen, biochemical, HTS | AID 1032, 2008 | PPARgamma LBD-SRC-2 recruitment | actives 0.34% (n = 200,000) | activation, % at 8 µM; in the data active means activation above about 22%;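 further: 0% = vehicle and 100% = reference agonist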
# PMI act satM6P: human PMI activators, high substrate, primary screen, biochemical, fluorescence intensity, near-saturating mannose 6-phosphate; actives 0.34% (n = 190,000); coupled PMI enzyme assay, resazurin fluorescence, 20 min; stronger effect = higher value; 1 = untreated enzyme, 0 = substrate-free blank; activation factor at 20 µM; AID 1216, 2008;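 active means activation factor of 2 or more at 20 µM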
#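 Material: human phosphomannose isomerase with PGI, G6PDH, diaphorase coupling enzymes; amount: PMI at 15 ng/mL final; also added: Mannose-6-phosphate 1.0 mM (near-saturating) plus 0.22 mM NADP+; incubation: enzyme reaction with compound 20 min at room temperature; signal: resorufin fluorescence (Ex 544/Em 590 nm) from resazurin via diaphorase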
# TR-FRET SRC-2 ct: TR-FRET signal artefacts, primary screen, artefact control for PPARgamma SRC-2 agonist project, biochemical; TR-FRET artefact counter-screen; stronger effect = higher value; TR-FRET ratio at 8 µM; actives 0.4% (n = 200,000); AID 1049, 2008; in the data active means TR-FRET ratio above about 2000; further: inactives centre near 1500
# Diaph act CS: compounds boosting diaphorase resazurin reduction – biochemical, uHTS, resorufin fluorescence, counter-screen for diaphorase-coupled primary assays, primary screen; activation factor at 20 µM; actives 0.005% (n = 190,000); Diaphorase/resazurin coupled assay, 16 min; stronger effect = higher value; 1 = vehicle wells, 0 = NADH-free wells;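 active means diaphorase activity raised at least twofold by the compound at 20 µM; inactive means activation factor below 2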
#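 Material: bacterial diaphorase enzyme (C. kluyveri); amount: enzyme 0.07 U/mL final; reagent: NADH substrate 0.114 mM plus resazurin dye 0.1 mM, final; doses: single compound dose of 20 µM, 1% DMSO final; timing: 16 min enzyme reaction, ambient temperature; measured by: fluorescence of resorufin, 544 nm excitation, 590 nm emission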
# G6PDH counter: L. mesenteroides G6PDH inhibitors, counter-screen for G6PDH-coupled screening assays, biochemical, Leuconostoc mesenteroides enzyme; Purified L. mesenteroides G6PDH, diaphorase/resazurin coupled fluorescence, 45 min; actives 0.12% (n = 200,000); AID 1020, 2008; inhibition, % at 5 µM; in the data active means inhibition above about 50%
# PPARg SRC1 recr: PPARgamma agonists recruiting SRC-1 coactivator, primary screen, biochemical | Peroxisome proliferator-activated receptor gamma (Homo sapiens), P37231 | PPARgamma-SRC-1 coactivator recruitment biochemical assay | activation, % at 8 µM | actives 0.41% (n = 200,000) | AID 631, 2007; in the data active means activation above about 19%;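 further: 0% = DMSO and 100% = reference agonist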
# The depositor's hits bear a star; . = no result given.
SMILES,S1P3 antagonist,Diaph inh CS,ROMK mod,PPARg SRC3 recr,PMI act,PPARg SRC-2 ag,PMI act satM6P,TR-FRET SRC-2 ct,Diaph act CS,G6PDH counter,PPARg SRC1 recr
CCOC(=O)c1ccc(NC(=O)COc2ccccc2OC)cc1,.,8,-0.63,2,0.9,-5,0.9,1463,0.9,5,0
Cc1ccc(NC(=O)Cn2cc3c(n2)CCC(C)C3)cc1 (stereo not given),-23,5,.,4,0.8,3,0.8,1667,1,-8,-3
CC(C)NC(=O)c1ccccc1S(=O)(=O)c1ccccc1C#N,.,2,.,4,1,9,1,1562,1,-4,3
CC(=O)c1ccc(N2CCN(c3ccc(C(N)=O)cc3[N+](=O)[O-])CC2)cc1,6,3,0.39,1,1.1,3,1.1,1487,1,3,2
CC(C)(C)C(=O)C(CO)(Oc1ccc(Cl)cc1)n1cncn1 (stereo not given),-17,9,-0.34,-4,1.1,2,1,1376,0.9,6,-2
O=C(O)CCC(=O)Nc1ccccc1C(=O)NCc1ccccc1,-9,5,0.28,-2,1.1,-2,1.1,1506,1,4,4
CC(=O)N=c1sc(S(N)(=O)=O)nn1C,-30,-6,.,-2,1.1,3,1.1,1746,1.1,10,9
COc1cc(C2NC(=O)c3ccccc3O2)cc(OC)c1OC (stereo not given),-12,18,.,-1,0.9,-3,0.9,1319,0.8,16,-1
Cc1ccc2nc(NCc3ccccc3)c(C=O)c(=O)n2c1,-8,-10,0.32,0,1.2,-1,1.1,1457,1.1,1,4
Cc1ccc(NC(=O)Cc2nnc(SCC(=O)c3ccc(Br)cc3)n2C)cc1Cl,.,-14,0.25,0,1.1,11,1.2,1637,1.1,4,7
O=C(N/N=C/c1ccc(OCc2ccccc2)cc1)c1cc[n+](Cc2ccccc2)cc1,0,-7,-2,1,1.2,3,1.2,1586,1.1,-35,5
Nc1nc(-c2ccc(Cl)cc2)cn1N,.,19,.,12,0.9,4,0.9,1548,0.8,-1,2
Cc1[nH]nc(SCC(=O)NCc2ccc(F)cc2)c1[N+](=O)[O-],15,6,-0.084,2,1,2,1,1288,0.9,26,4
COc1cc(Cl)c([C@@H]2C[C@H]3CN(c4ccccc4)C(=O)[C@]34CCCN24)cc1OC,-4,10,-0.92,5,0.9,9,0.9,1689,0.9,8,6
O=C(N/N=C/c1cccc(C(F)(F)F)c1)c1ccccc1O,-9,-3,0.046,2,1.1,3,1.1,1630,1,2,1
CSC(=S)N/N=C(\C)c1ccccc1,4,33,10*,5,1.1,-3,1.1,1514,0.7,3,4
CCC1(CC)Cc2ccccc2C(Nc2c(C)n(C)n(-c3ccccc3)c2=O)=N1,.,-1,-0.12,4,1,11,1,1639,1,1,1
Cn1c(=O)c(Oc2cc(Cl)cc(Cl)c2)nc2ccccc21,.,0,.,-4,0.9,4,0.9,1628,1,-8,29*
CC(C)(C)c1ccc(O)c(/C=N\O)c1,.,23,-1.3,8,0.8,3,0.9,1696,0.8,1,2
c1ccc(CCN2CN(CCCN3CCOCC3)c3nc4ccccc4n3C2)cc1,-5,15,.,-7,1,-2,1,1615,0.8,0,1
CCn1c2ccccc2c2cc(/C(C)=N/O)ccc21,.,18,.,5,0.9,9,0.9,1710,0.8,-3,7
CCOc1cccc(N2C(=O)CC(N3CCN(c4ccc(S(=O)(=O)CC)cc4)CC3)C2=O)c1 (stereo not given),.,-6,.,2,1.1,-1,1.1,1656,1.1,-8,3
CC(=O)NC(Cc1ccccc1)C(=O)N1CCN(C(=O)c2cccs2)CC1 (stereo not given),.,4,.,2,1,1,1,1684,1,2,2
CC1=C/C(=N\S(=O)(=O)c2ccccc2)C(C(C)C)=CC1=O,-15,22,-2.3,6,0.9,2,0.7,1470,0.8,2,-2
O=c1cc(CO)occ1OCc1c(F)cccc1Cl,6,14,0.0024,5,0.9,6,0.9,1417,0.9,5,12
O=C(Nc1cccc(F)c1)c1ccc(-c2ccccc2C(F)(F)F)o1,8,18,0.77,5,1,11,1,1643,0.8,13,4
CCn1ncc([N+](=O)[O-])c1C(=O)Nc1nc2cccc(C)c2s1,-1,2,.,3,1,-4,1,1519,1,8,0
O=C(Nc1ccc2nc(-c3ccc4nc[nH]c4c3)[nH]c2c1)c1cccs1,.,5,.,0,0.9,8,1,1460,0.9,-71,-1
O=C(NCc1nc2ccccc2[nH]1)c1cccc(S(=O)(=O)N2CCCC2)c1,.,7,-3.2,-13,1,-5,1.1,1272,0.9,0,-1
CCOc1ccc2[nH]c(=O)c(CN(CC3COCCO3)C(=O)C3CC3)cc2c1 (stereo not given),.,5,.,-6,1.1,-1,0.9,1493,0.9,2,-5
Cc1ccccc1N=Cc1cccc(O)c1O,6,83*,0.08,4,0.3,0,0.3,1718,0.2,52*,10
O=C(Nc1ccccc1C(=O)NCc1ccco1)c1ccccc1,14,9,-0.049,-5,0.8,6,0.9,1445,0.9,4,-11
CCCCOC(=O)c1ccc(NC(=O)c2cc(Cl)c(Cl)cc2C(=O)O)cc1,13,-4,-0.13,-5,1.1,1,1.1,1592,1,10,-4
Cc1cccn2c(=O)c(C=NCCO)c(Nc3ccc(Cl)cc3)nc12,-12,3,0.18,-4,1,-2,1,1463,1,-1,-7
COc1ccc(/C=N/NC(=O)CCN2CCN(c3ccccc3)CC2)c(OC)c1OC,-13,3,.,3,1,1,0.9,1474,1,-21,-6
CCOc1cc(C(c2c(C)[nH][nH]c2=O)c2c(C)[nH][nH]c2=O)ccc1OS(=O)(=O)c1ccc(C)cc1,.,13,0.33,-4,0.9,2,0.9,1588,0.9,9,-2
COc1ccc2c(c1)/C(=N/OC(=O)c1cccs1)CCC2,3,10,0.54,0,1,9,1,1659,0.9,3,7
Cc1ccc(NS(=O)(=O)c2cc(C(=O)N3CCc4ccccc4C3)ccc2Cl)cc1,.,30,-0.017,7,0.8,4,0.8,1529,0.7,6,6
CC(=O)OC(COc1ccccc1)Cn1cnc2ccccc21 (stereo not given),-19,.,-0.22,2,.,2,.,1763,.,9,7
Fc1ccc(OCCCCN2CCOCC2)cc1,5,12,0.48,3,1.1,6,1,1744,0.9,0,-4
CCc1ccc(NC(=O)COC(=O)CCc2nc3cc(S(=O)(=O)N(CC)CC)ccc3n2C)cc1,-7,14,.,4,0.8,3,0.9,1698,0.9,-12,-4
COc1ccc(N2CCN(C(=O)c3cc(N4C(=O)C5C6CCC(C6)C5C4=O)ccc3Cl)CC2)cc1 (stereo not given),-8,6,-2.3,0,0.9,-11,0.9,1448,0.9,6,-5
C=CCc1cccc2cc(C(=O)OCC)c(=O)oc12,-9,5,-0.63,-1,1,-4,1,1726,0.9,-9,3
COc1ccc(C(c2nnnn2Cc2ccccc2)N2CCN(c3nc4ccccc4s3)CC2)cc1 (stereo not given),24,17,.,-2,1,7,1,1229,0.8,3,7
Cn1ccnc1SCC(=O)c1ccc2ccccc2c1,-9,5,-0.26,2,1,-6,1.1,1439,1,5,-12
OC(COCc1ccc2c(c1)OCO2)CN1CCN(Cc2ccccc2)CC1 (stereo not given),.,-3,.,-6,1.1,-6,1.2,1505,1,2,-3
CC(=O)C1(C)N(O)C(C)(C)C(c2cccs2)=[N+]1[O-] (stereo not given),-1,.,0.22,4,.,3,.,1579,.,10,-5

# By substructure: those above with an aryl methoxy group (seven)
SMILES,S1P3 antagonist,Diaph inh CS,ROMK mod,PPARg SRC3 recr,PMI act,PPARg SRC-2 ag,PMI act satM6P,TR-FRET SRC-2 ct,Diaph act CS,G6PDH counter,PPARg SRC1 recr
CCOC(=O)c1ccc(NC(=O)COc2ccccc2OC)cc1,.,8,-0.63,2,0.9,-5,0.9,1463,0.9,5,0
COc1cc(C2NC(=O)c3ccccc3O2)cc(OC)c1OC (stereo not given),-12,18,.,-1,0.9,-3,0.9,1319,0.8,16,-1
COc1cc(Cl)c([C@@H]2C[C@H]3CN(c4ccccc4)C(=O)[C@]34CCCN24)cc1OC,-4,10,-0.92,5,0.9,9,0.9,1689,0.9,8,6
COc1ccc(/C=N/NC(=O)CCN2CCN(c3ccccc3)CC2)c(OC)c1OC,-13,3,.,3,1,1,0.9,1474,1,-21,-6
COc1ccc2c(c1)/C(=N/OC(=O)c1cccs1)CCC2,3,10,0.54,0,1,9,1,1659,0.9,3,7
COc1ccc(N2CCN(C(=O)c3cc(N4C(=O)C5C6CCC(C6)C5C4=O)ccc3Cl)CC2)cc1 (stereo not given),-8,6,-2.3,0,0.9,-11,0.9,1448,0.9,6,-5
COc1ccc(C(c2nnnn2Cc2ccccc2)N2CCN(c3nc4ccccc4s3)CC2)cc1 (stereo not given),24,17,.,-2,1,7,1,1229,0.8,3,7

# Bioassay records as filed in PubChem.
